MBNL1 CUG block – blocks human MBNL1 binding to CUG repeat RNA; Q9NR56; TR-FRET MBNL1-His/biotin-(CUG)12 binding, 665/545 ratio; Potency, µM (doses to about 57.5 µM), without a hit: top-dose activity change, negative = inhibition, actives largely listed as inhibitors; actives 0.036% (n = 280,000); AID 2675; active = well fitted inhibition curve with a large enough effect in the signal ratio, with a control signal flat, not every such curve was filed as active; inconclusive = small, poorly fitted or top-dose-only effect, or effect the other way, or a change in a side signal; inactive = no such curve, though single readings can be large or run the other way; the % refers to the signal ratio; also: % is scaled to controls: 0 for no effect and ±100 for the full control effect
Target sequence (Q9NR56 whole entry, looked up): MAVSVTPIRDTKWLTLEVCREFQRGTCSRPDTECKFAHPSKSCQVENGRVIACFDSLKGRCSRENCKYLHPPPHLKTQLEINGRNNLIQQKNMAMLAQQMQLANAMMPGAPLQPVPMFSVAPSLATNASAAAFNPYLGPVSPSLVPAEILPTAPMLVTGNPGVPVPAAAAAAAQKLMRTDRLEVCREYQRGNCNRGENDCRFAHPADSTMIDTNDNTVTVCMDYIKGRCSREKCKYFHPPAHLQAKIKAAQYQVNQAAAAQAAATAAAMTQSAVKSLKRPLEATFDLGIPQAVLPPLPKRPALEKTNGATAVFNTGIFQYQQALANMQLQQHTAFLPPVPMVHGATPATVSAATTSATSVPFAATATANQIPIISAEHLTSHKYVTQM
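Ratiometric TR-FRET (665 over 545 nm, excitation 340 nm) tracks disruption of MBNL1-His/biotin-(CUG)12 complex after 60 min at room temperature, with compounds at 92 nM to 58 uM final.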
uPA surface inh – inhibitors of cell surface uPA generation; cell surface uPA generation assay, qHTS; Potency, µM (highest dose often 38.3 µM), for inactives: at the highest dose activity change, negative = inhibition, hits mostly inhibitors; actives 0.31% (n = 330,000); active = well fitted inhibition curve with a large enough effect; inconclusive = small, poorly fitted or top-dose-only effect; inactive = no such curve, though single readings can be large or run the other way; tested in mouse RAW 264.7 cells; also: % is scaled to controls: 0 for no effect and ±100 for the full control effect; nearly all actives have a fitted effect of over 55% in size
VP16 counter – counter-screen for ROR gamma inhibitors: Gal4-VP16 reporter | Drosophila S2 Gal4-VP16 UAS-luciferase, luminescence, 20 h | Potency, µM (doses to about 53.6 µM), for the others: at the highest dose activity, negative = inhibition, actives largely listed as inhibitors | actives 3.5% (n = 310,000) | AID 2546;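 also: Gal4-VP16 expression switched on by copper sulfate through the metallothionein promoter; % is scaled to controls: 0 for no effect and ±100 for the full control effect; nearly all actives have a fitted effect of over 50% in size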
NPC1 promoter act – NPC1 promoter activation | actives 2.4% (n = 320,000) | Potency, µM (titrated, usually from 9.22 µM), for the others: top-dose activation, most hits filed as activators | Huh7 NPC1 promoter luciferase reporter, 24 h;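 also: % of control where 0% means no effect; nearly all actives have a fitted effect of over 60% in size; reporter is driven by a mutant NPC1 promoter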
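In 1536-well qHTS, Huh7 cells harboring an NPC1 promoter–luciferase construct received compound for 24 h; activation was quantified by luminescence following luciferase reagent addition.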
Rab9 promoter act – Rab9 promoter activation. Huh7 Rab9 promoter-luciferase reporter, luminescence, 24 h. Potency, µM (highest dose often 9.22 µM), without a hit: top-dose activation, negative = inhibition, most hits filed as activators. actives 2.8% (n = 320,000). AID 485297; also: % of control where 0% means no effect; nearly all actives have a fitted effect of over 60% in size
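Using Huh7 cells stably transfected with Rab9 promoter–luciferase, compounds were incubated 24 h at 37 °C, 5% CO2; luciferase luminescence was read 10 min after reagent addition.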
ELG1 genotox – induces genotoxicity in HEK293T cells with luciferase-tagged ELG1. HEK293T ELG1-luciferase reporter, luminescence, 16 h. Potency, µM (top dose mostly 46 µM), inactives show top-dose activity change, positive = activation, most hits filed as activators. actives 1.3% (n = 330,000). AID 504466; also: % of control where 0% means no effect; nearly all actives have a fitted effect of over 60% in size
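Step 1: seed 2,000 HEK293T ELG1-luciferase cells per well. Step 2: add compound or DMSO, incubate 16 hr at 37 °C. Step 3: ONE-Glo, 30 min at room temperature, read luminescence.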
p53 reactivator – mutant p53 re-activation in reporter cells; Potency, µM (series often up to 92.2 µM), without a hit: at the highest dose activity change, positive = activation, hits mostly activators; actives 0.063% (n = 320,000); H1299 p53-A138V BP100-luciferase reporter, luminescence, 24 h; also: % of control where 0% means no effect; nearly all actives have a fitted effect of over 45% in size
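H1299 (p53-null), stable ts p53-A138V + BP100-Luc; 1000 cells/well, Opti-MEM/10% FBS; cpd 4 pt, 1:5; 24 h, 37 deg C, 5% CO2; detection reagent 10 min RT; luminescence.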
BRCA1 expr up – activators of BRCA1 expression | MCF7-BRCA1-FFLuc reporter, luminescence, 48 h; response scale: scaled: vehicle 0%, 10 µM genistein 100% | Potency, µM (doses to about 46.1 µM), inactives show at the highest dose activation, actives largely listed as activators | actives 1.1% (n = 380,000) | AID 624202; also: nearly all actives have a fitted effect of over 80% in size; some results filed as inactive show a strong effect at the top dose
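MCF7 cells carrying a BRCA1-firefly luciferase reporter (2000 cells/well, phenol-red free MEM) were attached for 2 h at 37 °C, then given compounds for 48 h. Luminescence was read 15 min after luciferase reagent; activity normalized to genistein (10 microM) and DMSO.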
MLL CXXC-DNA inh – blocks binding of human MLL CXXC domain to DNA | Q03164 | MLL-CXXC / FITC-HOXA9 DNA fluorescence polarization | Potency, µM (top dose mostly 115 µM), without a hit: top-dose activity change, negative = inhibition, hits mostly inhibitors | actives 0.037% (n = 290,000); active = well fitted inhibition curve with a large enough effect in the polarisation, with a control signal flat, not every such curve was filed as active; inconclusive = small, poorly fitted or top-dose-only effect, or effect the other way, or a change in a side signal; inactive = no such curve, though single readings can be large or run the other way; the % refers to the polarisation
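Steps: dispense CXXC domain solution (7 uM) → pin compounds or unlabeled HOX-A9 DNA control → 5 min ambient → add FLSN-HOX-A9 solution (50 nM) → spin → 30 min ambient → fluorescence polarization. Tris pH 7.5/NaCl/DTT/BSA buffer.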
FLuc counter – inhibits or activates purified firefly luciferase, miR-21 counter-screen; P08659; purified FLuc, Km substrates, luminescence inhibition; Potency, µM (doses to about 57.5 µM), inactives show at the highest dose activity change, negative = inhibition, hits mostly inhibitors; actives 6.9% (n = 360,000); AID 588342;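 also: plate controls were vehicle for no effect and reference inhibitor for full effect; nearly all actives have a fitted effect of over 55% in size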
Target sequence (P08659 whole entry, looked up): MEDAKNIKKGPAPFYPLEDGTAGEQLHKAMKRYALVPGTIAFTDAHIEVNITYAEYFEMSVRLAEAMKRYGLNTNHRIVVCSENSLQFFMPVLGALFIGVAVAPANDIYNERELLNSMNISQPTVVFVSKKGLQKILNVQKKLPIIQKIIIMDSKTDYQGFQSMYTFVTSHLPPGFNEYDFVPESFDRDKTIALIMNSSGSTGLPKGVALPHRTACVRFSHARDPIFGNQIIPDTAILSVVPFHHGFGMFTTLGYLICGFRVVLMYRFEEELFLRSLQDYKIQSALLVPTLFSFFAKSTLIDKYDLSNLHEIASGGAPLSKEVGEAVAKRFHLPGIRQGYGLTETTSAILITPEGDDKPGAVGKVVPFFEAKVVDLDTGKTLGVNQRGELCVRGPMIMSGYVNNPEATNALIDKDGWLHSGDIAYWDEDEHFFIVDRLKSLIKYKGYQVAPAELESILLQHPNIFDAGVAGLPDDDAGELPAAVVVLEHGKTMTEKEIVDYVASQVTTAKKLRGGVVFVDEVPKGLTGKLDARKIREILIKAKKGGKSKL
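Purified P. pyralis luciferase, 10 nM final, with Km-level 10 uM D-luciferin and 10 uM ATP in 50 mM Tris acetate pH 7.5, 10 mM Mg acetate, 0.01% Tween-20, 0.05% BSA; 6-point qHTS titration about 60 µM downward; luminescence read.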
RORg inh – ROR gamma (mouse) transcription inhibition | Drosophila S2 Gal4-RORgamma UAS-luciferase reporter, 20 h | Potency, µM (series often up to 53.6 µM), inactives show at the top dose activity change, negative = inhibition, most hits filed as inhibitors | actives 5.4% (n = 310,000) | AID 2551; also: % is scaled to controls: 0 for no effect and ±100 for the full control effect; nearly all actives have a fitted effect of over 60% in size
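ROR gamma transcriptional activity was tracked as Gal4-UAS luciferase output in stably transfected Drosophila Schneider cells, with compound added 1 hr before 700 uM copper sulfate induction and a 20 hr ambient-temperature incubation.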
Active calls of the source: *; ? = inconclusive; . = no result given; & = joins results of further samples; [ ] = dose if it differs, or a comment. Unless noted, calls follow the shape of the dose curve; as a rule, active = well fitted curve in the direction sought with a large enough effect; inconclusive = small, poorly fitted or top-dose-only effect, or another doubt; inactive = no such curve, though single readings can be large; an effect the other way counts as inactive or inconclusive. Potency is read from the fitted curve at half-maximal effect. Not all compounds are listed; rates above refer to the full screens.

SMILES	MBNL1 CUG block	uPA surface inh	VP16 counter	NPC1 promoter act	Rab9 promoter act	ELG1 genotox	p53 reactivator	BRCA1 expr up	MLL CXXC-DNA inh	FLuc counter	RORg inh
COc1ccc(C(=O)Nc2nc3ccccc3[nH]2)cc1S(=O)(=O)N1CCOCC1	-5%	-8%	-8%	-1%	1%	-7%	0%	-2%	6%	-9%	?
O=C(COC(=O)c1ccc(O)cc1)NC1CCCCCC1	.	4%	.	-5%	-1%	-1%	?	-14%	.	.	.
O=C(COC(=O)CCCNC(=O)c1ccc(Cl)cc1)Nc1cc(Cl)c(Cl)cc1Cl	1%	-2%	-15%	0%	-1%	7%	-1%	-20%	12%	?	-9%
CCOC(=O)C1=C(C)Nc2ncnn2C1c1cccs1 (configuration not stated)	-1%	-5%	7%	-3%	15%	-1%	-5%	-7%	11%	-1%	-25%
COn1c(C)c(C(C)=O)c2c3nonc3ccc21	?	6%	3%	6%	2%	-22%	0%	35%	0%	1%	11%
CCC(C)(C)C(=O)Nc1cccc(Cl)c1C	-4%	-3%	-1%	-4%	1%	-2%	7%	16%	-2%	1%	20%
COC(=O)c1ccc(/C=N/n2c(C)nc3ccccc3c2=O)cc1	4%	-10%	2%	4%	5%	0%	3%	?	11%	-10%	21%
O=C1CC(N2CCOCC2)C(=O)N1CCc1ccccc1 (configuration not stated)	2%	-2%	20%	16%	-7%	1%	3%	7%	-3%	7%	-7%
CCOc1cc(/C=C2/COc3ccccc3C2=O)ccc1OCC(=O)N(C)C	-14%	-29%	?	-8%	1%	-14%	-9%	-6%	4%	-13%	?
O=C(CSc1ccc(-c2cccs2)nn1)NCc1ccccc1Cl	20%	.	10%	4%	12%	-3%	-18%	.	-3%	?	?
O=S(=O)(CCN1CCN(c2ccccc2O)CC1)c1cc(Cl)ccc1Cl	.	?	.	-4%	-1%	3%	17%	-11%	.	5%	.
CCCOC(=O)NC1C(NC(=O)OCCC)N(C)C(=O)N1C (configuration not stated)	5%	10%	1%	5%	13%	1%	-6%	1%	-3%	-1%	-10%[10 µM]
COc1ccccc1N1CCN(CC(=O)c2c(C)[nH]c3ccccc23)CC1	2%	11%	5%	1%	2%	-3%	-4%	-17%	16%	0%	20%
CCc1cccc(OCC(=O)N(C)CC(=O)Nc2cccc(F)c2)c1	.	3%	.	-2%	0%	1%	-11%	2%	.	0%	.
Cc1cccc(N2C(=O)CN(Cc3sccc3C)C2=S)c1	1%	-1%	-3%	0%	0%	0%	-12%	-44%	0%	-7%	14%
Cc1nc2ccc(NC(=O)N3CCCCC3)cc2nc1C	29%	-1%	-4%	7%	?	3%	21%	22%	0%	-15%	19%
COc1cccc(C(=O)N2N=C(c3ccccn3)CC2(O)C(F)(F)F)c1 (configuration not stated)	.	?	5µM*	11%	13%	4%	9%	-58%	-19%	-3%	2µM*
CCC(C)NS(=O)(=O)c1ccc(S(=O)(=O)N(CC(=O)Nc2ccccc2)Cc2ccco2)cc1 (configuration not stated)	1%	.	-19%	2%	2%	-7%	5%	-51%	-9%	-4%	-19%
CC(=O)NS(=O)(=O)c1ccc(N=NN2CCCCC2)cc1	.	-1%	10%	-2%	1%	2%	2%	20%	-3%	2%	?
COc1ccc(CN2C(=O)CC(C(=O)NCCc3ccc(S(N)(=O)=O)cc3)SC2=Nc2ccccc2)cc1 (configuration not stated)	-1%	8%	?	-3%	-12%	-10%	-4%	-21%	?	5%	?
O=c1c2c(nc3cc(-c4cccc(Cl)c4)[nH]n13)CCC2	4%	.	-26%	2µM*	1.6µM*	2.3µM*	?	5%	6%	4.8µM*	?
CCOc1ccc(NC(=O)[C@H](C)NC(=O)C2CC(=O)N(c3ccc(OC)cc3)C2)cc1 (some centres not stated)	2%	16%	-1%	-6%	7%	6%	-1%	28%	52%[activator]	6%	-16%
Cc1sc2nc(CC(=O)N3CCCC3)[nH]c(=O)c2c1C	-2%	-2%	6%	-4%	3%	6%	0%	-3%	-6%	?	16%
O=c1cc(CNc2cc(Cl)ccc2Cl)nc2sccn12	?	11%	?	13%	-1%	0%	7%	28%	7%	?	7%
CC(C)(C)OC(=O)NCCCCCNC(=O)c1[nH]cnc1C(=O)Nc1nccs1	.	-4%	.	9%	-1%	0%	-1%	-6%	.	-1%	.
O=C(CSc1ccc(F)cc1)Nc1ccc(N2CCOCC2)cc1	6%	3%	0%	15%	15%	8%	15%	69%	-1%	-6%	22%
Cc1cc(=O)oc2cc(OCC(=O)OCC(=O)Nc3ccc(C(N)=O)cc3)ccc12	-13%	-1%	-1%	-3%	-3%	-1%	0%	-29%	3%	?	-1%
CCOC(=O)c1[nH]cnc1C(=O)N1CCC(C)CC1	.	8%	.	-1%	1%	3%	10%	1%	.	2%	.
O=C(CN1CCN(C(=O)c2ccc(-c3nc4ccccc4s3)o2)CC1)Nc1ccccc1Cl	.	1%	.	17%	14%	-7%	13%	23%	.	?	.
Cc1ccc(/C=N/Nc2ccccn2)s1	12%	-2%	11µM*	?	?	?	?	11µM*	-5%	11µM*	?
COc1ccc(S(=O)(=O)NCc2cn3c(C)csc3n2)cc1F	?	-9%	-14%	-4%	-3%	-4%	12%	-5%	0%	5%	-10%
CCOc1cc(/C=N\NC(=O)c2ccc(C)nc2)ccc1OC(=O)c1ccc(F)cc1	-3%	-2%	-3%	-3%	-1%	0%	1%	14%	23%	2%	-19%
Cc1cccc(Nc2ccncc2S(=O)(=O)NC(=O)NC(C)C)c1	-11%	18%	-3%	-2%	-1%	.	.	1%	23%	?	-13%
COc1ccccc1N1CCN(C(=O)CSc2nc(C)c(C)c(=O)[nH]2)CC1	-10%	-6%	-5%	-1%	2%	-1%	7%	-17%	-1%	2%	-16%
O=C(CCc1ccc(O)c(O)c1)NNC(=S)NCCc1ccccc1	.	-1%	-5%	-2%	-3%	7%	3%	-32%	-1%	2%	-23%
COc1cccc(NC(=S)N(CCC(C)C)C2CCN(C(C)=O)CC2)c1	-1%	-13%	-11%	-5%	3%	-3%	-1%	-22%	2%	-1%	-21%
CC(C)Cc1ccc(C(C)C(=O)OCC(=O)c2c[nH]c3ccccc23)cc1 (configuration not stated)	-5%	-1%	18µM*	-3%	-2%	-5%	4%	-47%	4%	-7%	?
Clc1ccc(-n2ncc3c(NCC4CCCO4)ncnc32)cc1 (configuration not stated)	0%	10µM*	-30%	0.63µM*	0.45µM*	?	?	15%	2%	1.7µM*	-31%
CC(=O)N1CCc2cc(S(=O)(=O)NC(CC(C)C)C(=O)N3CCCC3)ccc21 (configuration not stated)	-5%	2%	4%	2%	0%	1%	-1%	24%	2%	2%	3%
CC1CCCCN1C(=O)Cc1ccc(Cl)cc1 (configuration not stated)	-7%	5%	11%	11%	21%	3%	27%	93%	11%	-6%	10%
CCn1cc2nc(SCC(=O)Nc3ccc(OC)cc3OC)n(Cc3ccc(OC)cc3)c(=O)c2n1	-6%	-19%	-6%	-28%	-14%	24%	-2%	-48%	8%	0%	5%
O=C(O)CC(Cc1ccc(Br)cc1)C(=O)Nc1ccccc1 (configuration not stated)	-28%	-23%	-19%	-1%	4%	-2%	-3%	-23%	-9%	0%	0%
COc1ccc(OCC(O)CN2CCN(c3ccccc3)CC2)cc1 (configuration not stated)	-28%	1%	2%	0%	-9%	-1%	-1%	1%	-5%	1%	-20%
COc1ccc(CC(=O)Nc2ccc3c(C)cc(=O)oc3c2)cc1OC	.	10%	3%	-4%	1%	14%	-1%	3%	9%	3%	28%
O=S(=O)(NCC(O)COCc1ccco1)c1cccs1 (configuration not stated)	4%	5%	7%	0%	4%	1%	-1%	-6%	-7%	5%	12%
CCOCCCNC(=O)CN1C(=O)COc2ccc(S(=O)(=O)N3CCCCCC3)cc21	1%	-4%	2%	2%	-5%	1%	-3%	-18%&-13%	-4%	4%&-2%	14%
CCN1CCCC1CNC(=O)c1cc2ccc(OC)cc2[nH]1 (configuration not stated)	3%	5%	2%	1%	7%	2%	4%	-4%	8%	0%	21%

Assay outcomes deposited in PubChem BioAssay by National Center for Advancing Translational Sciences (NCATS).
